Bioassay records: PubChem, several laboratories
Mtb BioA inh – inhibitors of Mycobacterium tuberculosis BioA enzyme | AID 602481 | actives 0.096% (n = 360,000) | purified M. tuberculosis BioA enzyme, plate reader | inhibition, % at 9.99 µM; in the data active = inhibition above about 40%; inconclusive = no clear call, values can overlap the other calls
Mtb UGM inh – inhibitors of M. tuberculosis UDP-galactopyranose mutase. P9WIQ1. purified UGM, fluorescence polarization probe displacement. inhibition, % at 10 µM. actives 0.06% (n = 320,000). AID 504406; in the data active = inhibition above about 10%, passing the limit was not always enough; inconclusive = no clear call, values can overlap the other calls
Target sequence (P9WIQ1 whole entry, looked up): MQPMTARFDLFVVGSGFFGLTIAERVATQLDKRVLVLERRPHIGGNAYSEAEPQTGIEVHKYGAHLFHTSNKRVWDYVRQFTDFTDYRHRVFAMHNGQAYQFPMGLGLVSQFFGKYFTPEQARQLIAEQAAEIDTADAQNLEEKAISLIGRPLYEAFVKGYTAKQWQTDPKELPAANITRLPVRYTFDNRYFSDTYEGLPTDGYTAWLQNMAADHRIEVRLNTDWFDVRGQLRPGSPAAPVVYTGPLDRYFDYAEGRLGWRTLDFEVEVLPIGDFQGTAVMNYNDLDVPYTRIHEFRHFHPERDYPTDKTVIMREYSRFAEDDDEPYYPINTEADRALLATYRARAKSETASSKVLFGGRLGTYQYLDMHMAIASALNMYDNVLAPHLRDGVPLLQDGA
Rv3671c inh – Rv3671c (M. tuberculosis) protease inhibition; actives 0.048% (n = 320,000); inhibition, % at 5.96 µM; AID 2606; in the data active = inhibition above about 38%;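 note: extracellular domain of Rv3671c used as enzyme; 0% = enzyme with DMSO and 100% = no enzyme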
MazEF act – activators of E. coli MazEF toxin-antitoxin RNase. P0AE70. FAM/BHQ RNA-DNA oligo cleavage fluorescence, 5 h. activation, % at 20 µM. actives 0.32% (n = 350,000). AID 504720; in the data active = activation above about 50%
Target sequence (P0AE70 whole entry, looked up): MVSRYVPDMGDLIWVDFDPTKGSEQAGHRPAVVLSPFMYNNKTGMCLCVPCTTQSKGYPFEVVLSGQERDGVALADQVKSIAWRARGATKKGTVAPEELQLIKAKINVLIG
GDH-TPI counter – inhibits GDH-TPI coupling enzymes, artifact for Mtb FBA screen. GDH-TPI coupled enzyme counterscreen, NADH absorbance. inhibition, % at 4.8 µM. actives 1.2% (n = 360,000). AID 588335; in the data active = inhibition above about 30%;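 note: 0% = DMSO wells and 100% = wells lacking the enzyme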
PrPC TRFRET – cell surface PrPC inhibition, primary TR-FRET screen | P04156 | TR-FRET read-out | inhibition, % at 13.8 µM | actives 0.43% (n = 370,000); in the data active = inhibition above about 24%; note: 0% = median of the test wells and 100% = reference compound wells
BoNT F protease – inhibitors of Botulinum neurotoxin F light chain protease | actives 0.22% (n = 360,000) | Multiplex microsphere protease cleavage assay, flow cytometry | inhibition, % at 10 µM; in the data active = inhibition above about 35%, passing the limit was not always enough; inconclusive = no clear call, values can overlap the other calls; note: plate controls were buffer without enzyme for full effect and enzyme alone for no effect
Mtb FBA inh – inhibitors of M. tuberculosis fructose-bisphosphate aldolase; P9WQA3; purified M. tuberculosis FBA, fluorescence read-out; inhibition, % at 1 µM; actives 2.3% (n = 360,000); in the data active = inhibition above about 27%;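 note: 0% = vehicle and 100% = reference inhibitor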
Target sequence (P9WQA3 whole entry, looked up): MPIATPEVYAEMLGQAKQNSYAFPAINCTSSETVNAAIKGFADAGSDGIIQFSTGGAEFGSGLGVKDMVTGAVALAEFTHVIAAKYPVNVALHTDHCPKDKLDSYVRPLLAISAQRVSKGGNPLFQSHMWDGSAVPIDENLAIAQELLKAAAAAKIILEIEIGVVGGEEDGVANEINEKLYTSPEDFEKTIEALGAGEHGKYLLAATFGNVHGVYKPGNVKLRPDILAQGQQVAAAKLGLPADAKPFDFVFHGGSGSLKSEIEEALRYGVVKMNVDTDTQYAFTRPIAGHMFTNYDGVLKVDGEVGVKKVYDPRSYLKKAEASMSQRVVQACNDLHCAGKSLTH
FadD28 binding – M. tuberculosis FadD28 bisubstrate binding inhibition | actives 0.22% (n = 360,000) | inhibition, % at 12.5 µM | FadD28 bisubstrate probe binding, fluorescence polarization; in the data active = inhibition above about 8.5%, passing the limit was not always enough; inconclusive = no clear call, values can overlap the other calls
An asterisk follows results filed as active.

Cc1cccc(C(=O)NC(=S)Nc2ccc(S(=O)(=O)N3CCN(C)CC3)cc2)c1 was read as Mtb BioA inh 0.0, Mtb UGM inh 1.8, Rv3671c inh -3, MazEF act -2, GDH-TPI counter 1, PrPC TRFRET 6, BoNT F protease 9, Mtb FBA inh -3 and FadD28 binding -0.5.
`O=C(N/N=C1/CC2C=CCC12)c1ccc(Br)o1` (stereo unspecified) gave Mtb BioA inh 0.7, Mtb UGM inh 0.7, Rv3671c inh -2, MazEF act -2, GDH-TPI counter 6, PrPC TRFRET 6, BoNT F protease 9, Mtb FBA inh -1 and FadD28 binding -0.7.
Screening N#Cc1ccccc1NC(=O)CN1CC=C(c2ccccc2)CC1 returned Mtb UGM inh 0.0, Rv3671c inh 6, MazEF act 4, GDH-TPI counter -2, PrPC TRFRET 3, BoNT F protease -5, Mtb FBA inh 1 and FadD28 binding -2.2.
Screening CCNC(=S)N/N=C/c1ccc(OCC(=O)Nc2ccc(C)cc2)cc1 returned Mtb BioA inh -0.8, Mtb UGM inh 2.0, Rv3671c inh 16, MazEF act -8, GDH-TPI counter 13, BoNT F protease -5, Mtb FBA inh 1 and FadD28 binding -3.9.
`CC(C)S(=O)(=O)c1cnc(N2CCOCC2)nc1N` gave Mtb UGM inh 0.6, Rv3671c inh 0, MazEF act 4, GDH-TPI counter -1, PrPC TRFRET -4, BoNT F protease 4, Mtb FBA inh 1 and FadD28 binding -0.1.
Screening CCc1nnc(NC(=O)OCc2ccccc2)s1 returned Mtb BioA inh -0.8, Mtb UGM inh 0.5, Rv3671c inh -7, MazEF act -2, GDH-TPI counter -2, PrPC TRFRET 7, BoNT F protease 10, Mtb FBA inh -4 and FadD28 binding -5.5.
Screening Cc1cc(C)c2c(N)c(C(=O)NN3CC(=O)N(c4ccccc4)CC3=O)sc2n1 returned Mtb UGM inh -2.0, Rv3671c inh 8, MazEF act 0, GDH-TPI counter 2, PrPC TRFRET 1, BoNT F protease 0, Mtb FBA inh 57* and FadD28 binding -2.0.
`Cc1ccc(S(=O)(=O)N2C[C@@H]3[C@H]4CC[C@H](C4)[C@@H]3[C@@H](C)C2CC(=O)c2ccccc2)cc1` (stereo partly specified) gave Mtb BioA inh -0.1, MazEF act -1, GDH-TPI counter -4, PrPC TRFRET -7, BoNT F protease -1, Mtb FBA inh 1 and FadD28 binding -0.2.
`Cc1cc(S(=O)(=O)N2CCCC2)ccc1OCC(=O)N1CCCCC1` gave Mtb BioA inh 1.2, Mtb UGM inh 0.6, Rv3671c inh 5, MazEF act 2, GDH-TPI counter -5, PrPC TRFRET 9, BoNT F protease -2, Mtb FBA inh 0 and FadD28 binding -4.1.
`CC(C)(CCl)C(=O)Nc1ccc(OC(F)(F)F)cc1` gave Mtb UGM inh -0.7, Rv3671c inh 5, MazEF act -6, GDH-TPI counter 0, PrPC TRFRET 4, BoNT F protease -7, Mtb FBA inh 2 and FadD28 binding -4.5.
For C=CCOC(=O)C(C#N)c1nc2ccccc2nc1N1CCC(C(=O)OCC)CC1 (stereo unspecified) the results were Mtb BioA inh -1.3, Mtb UGM inh 1.1, Rv3671c inh -6, MazEF act -16, GDH-TPI counter -3, PrPC TRFRET -2, BoNT F protease inconclusive, Mtb FBA inh 0 and FadD28 binding -2.7.
`CN(C)CCCN(Cc1ccccc1)C(=S)Nc1ccc(SC(F)F)cc1` gave Mtb UGM inh -1.8, Rv3671c inh -4, MazEF act 12, GDH-TPI counter 1, PrPC TRFRET -7, BoNT F protease 6, Mtb FBA inh 1 and FadD28 binding 3.9.
O=C(NCc1cccc(CNC(=O)C(=O)NCC2CCCO2)c1)C(=O)NCC1CCCO1 (stereo unspecified) was read as Mtb UGM inh 0.9, Rv3671c inh -2, MazEF act 11, GDH-TPI counter 2, PrPC TRFRET -2, BoNT F protease -5, Mtb FBA inh -2 and FadD28 binding -1.6.
COc1cccc(CSc2nnc(-c3ccc(F)cc3)o2)c1 was read as Mtb BioA inh -1.7, Mtb UGM inh -2.4, Rv3671c inh -4, MazEF act -9, GDH-TPI counter 0, PrPC TRFRET 7, BoNT F protease -3, Mtb FBA inh -3 and FadD28 binding -2.4.
Screening Cc1oc2ccc(NS(=O)(=O)c3ccc(F)cc3)cc2c1C(=O)O returned Mtb BioA inh -2.6, Mtb UGM inh 3.2, Rv3671c inh 5, MazEF act -2, GDH-TPI counter 0, PrPC TRFRET 6, BoNT F protease -8, Mtb FBA inh -3 and FadD28 binding -0.4.
For CCc1cc(C(=O)N2CCN(c3ncc(C(F)(F)F)cc3Cl)CC2)sc1C the results were Mtb BioA inh 0.0, Mtb UGM inh 3.2, Rv3671c inh -6, MazEF act 7, GDH-TPI counter 0, PrPC TRFRET 1, BoNT F protease -8, Mtb FBA inh -3 and FadD28 binding -0.7.
O=C(O)c1ccc([N+](=O)[O-])nc1 was read as Mtb BioA inh 0.1, MazEF act 9, GDH-TPI counter 4, PrPC TRFRET -17, BoNT F protease -6, Mtb FBA inh 1 and FadD28 binding -0.3.
For Cc1cc(C)n2cc(CSc3nc4cc(Cl)ccc4o3)nc2n1 the results were Mtb BioA inh -0.4, Mtb UGM inh 3.0, Rv3671c inh -6, MazEF act 6, GDH-TPI counter -8, PrPC TRFRET -3, BoNT F protease -9, Mtb FBA inh 11 and FadD28 binding -4.2.
Screening O=C(O)CSc1cc(NS(=O)(=O)c2ccc(Br)cc2)c2ccccc2c1O returned Mtb BioA inh -1.3, Mtb UGM inh 2.0, Rv3671c inh -145, MazEF act -33, GDH-TPI counter 0, PrPC TRFRET -21, BoNT F protease -5, Mtb FBA inh 3 and FadD28 binding -1.9.
COC(=O)C1C(=O)c2c([nH]c(C(=O)OC3CCCCCC3)c2C)CC1C (stereo unspecified) was read as Mtb BioA inh -1.8, Mtb UGM inh 3.3, Rv3671c inh 4, MazEF act 5, GDH-TPI counter 12, PrPC TRFRET -3, BoNT F protease -5, Mtb FBA inh 0 and FadD28 binding -0.6.
`COc1ccc(C2=NOC(C)(c3nnc(-c4ccc(Cl)cc4)o3)C2)cc1` (stereo unspecified) gave Mtb BioA inh 1.3, Mtb UGM inh -0.3, Rv3671c inh 1, MazEF act 0, GDH-TPI counter 7, PrPC TRFRET 4, BoNT F protease 7, Mtb FBA inh 2 and FadD28 binding -0.6.
Cc1ccc(OCc2nnc(SCC(=O)Nc3ccc4c(c3)OCCO4)n2Cc2ccco2)cc1 was read as Mtb BioA inh 0.5, Mtb UGM inh 1.2, Rv3671c inh -6, MazEF act -2, GDH-TPI counter -3, PrPC TRFRET 11, BoNT F protease -15, Mtb FBA inh 3 and FadD28 binding -0.9.
Screening CCCCN1C2=NC(c3ccccc3)CN2c2ccccc21 (stereo unspecified) returned Mtb UGM inh -0.4, Rv3671c inh 6, MazEF act 0, GDH-TPI counter -2, PrPC TRFRET 0, BoNT F protease -6, Mtb FBA inh -1 and FadD28 binding 0.0.
Screening Cc1c(NC(=O)c2cc3ccccc3o2)c(=O)n(-c2ccccc2)n1C returned Mtb BioA inh -0.3, Mtb UGM inh 1.0, Rv3671c inh -8, MazEF act 2, GDH-TPI counter 9, PrPC TRFRET 5, BoNT F protease 28, Mtb FBA inh 2 and FadD28 binding -0.3.
For CSc1ncccc1C(=O)OCC(=O)NC(C)CCc1ccccc1 (stereo unspecified) the results were Mtb BioA inh -2.9, Mtb UGM inh 2.7, Rv3671c inh 7, MazEF act -3, GDH-TPI counter -2, PrPC TRFRET -10, BoNT F protease -6, Mtb FBA inh 0 and FadD28 binding -3.8.
For Cc1cc2oc(=O)cc(CN(C)Cc3ccccc3)c2cc1C the results were Mtb BioA inh 1.4, PrPC TRFRET 12, BoNT F protease -1, Mtb FBA inh 1 and FadD28 binding 0.6.
Screening CC(C)(C)n1nnnc1C(c1cccnc1)N1CCN(c2ccccn2)CC1 (stereo unspecified) returned Mtb UGM inh -1.7, Rv3671c inh 7, MazEF act -14, GDH-TPI counter -3, PrPC TRFRET -4, BoNT F protease 1, Mtb FBA inh -1 and FadD28 binding -0.4.
CC(=O)Nc1ccc(C(=O)NCCCSc2ccccc2)cc1 was read as Mtb BioA inh -1.4, Mtb UGM inh -3.6, Rv3671c inh -7, MazEF act 1, GDH-TPI counter -6, PrPC TRFRET 6, BoNT F protease -8, Mtb FBA inh 3 and FadD28 binding -1.6.
For COc1ccc(NC(=O)C2=CC(c3ccc(C)cc3)=NS(=O)(=O)N2C)cc1OC the results were Mtb BioA inh 3.0, Mtb UGM inh 0.1, Rv3671c inh 5, MazEF act 4, GDH-TPI counter 20, PrPC TRFRET 3, BoNT F protease 4, Mtb FBA inh -3 and FadD28 binding -0.1.
`CCc1c(C)[nH]n(-c2ccc(Oc3ccccc3)c(S(=O)(=O)O)c2)c1=O` gave Mtb BioA inh 1.8, Mtb UGM inh 0.0, Rv3671c inh -6, MazEF act -5, GDH-TPI counter 9, BoNT F protease -2, Mtb FBA inh 0 and FadD28 binding -25.
`O=C(O)CNC(=S)N(Cc1ccccc1Cl)C1CCCC1` gave Mtb UGM inh 3.3, Rv3671c inh 4, MazEF act -5, GDH-TPI counter -14, PrPC TRFRET -1, BoNT F protease 0, Mtb FBA inh -5 and FadD28 binding -4.7.
COc1ccc(-n2c(=O)[nH]cc(C(=O)N3CCc4ccccc43)c2=O)cc1 was read as Mtb BioA inh -2.5, Mtb UGM inh -1.4, Rv3671c inh -1, MazEF act 0, GDH-TPI counter 20, PrPC TRFRET -4, BoNT F protease -8, Mtb FBA inh -2 and FadD28 binding -0.4.
Cc1cc(NS(=O)(=O)c2ccc(NC(=O)CCc3ccccc3)cc2)no1 was read as Mtb BioA inh 0.1, Mtb UGM inh 0.4, Rv3671c inh 3, MazEF act 1, GDH-TPI counter -10, PrPC TRFRET 9, BoNT F protease 3, Mtb FBA inh -1 and FadD28 binding -1.4.
CSc1ccc(/C=N/n2nnnc2N)cc1 was read as Mtb BioA inh -0.8, Mtb UGM inh -1.4, Rv3671c inh -1, MazEF act 2, GDH-TPI counter 43*, PrPC TRFRET -12, BoNT F protease 1, Mtb FBA inh 18 and FadD28 binding -1.6.
For O=C(CN1C(=O)c2ccccc2S1(=O)=O)N1CCCCC1 the results were Mtb BioA inh -3.8, Mtb UGM inh -2.6, Rv3671c inh -3, MazEF act -2, GDH-TPI counter 0, PrPC TRFRET 1, BoNT F protease -7, Mtb FBA inh -4 and FadD28 binding 0.7.
For CC(SCc1ccccc1)C(=O)NN=C1CCN(C)CC1 (stereo unspecified) the results were Mtb BioA inh 2.3, Mtb UGM inh -0.8, Rv3671c inh 3, MazEF act -8, GDH-TPI counter 7, PrPC TRFRET -6, BoNT F protease -8, Mtb FBA inh 2 and FadD28 binding -2.6.
`COc1cccc(NC(=O)C2CC2)c1` gave Mtb BioA inh 0.9, Mtb UGM inh -1.4, Rv3671c inh 2, MazEF act 0, GDH-TPI counter 8, PrPC TRFRET 13, BoNT F protease -6, Mtb FBA inh -2 and FadD28 binding -1.5.
`Cc1cc(C)cc(NC(=O)CN2C(=O)COc3ccc(S(=O)(=O)N4CCCC4)cc32)c1` gave Mtb BioA inh -0.2, Mtb UGM inh 0.5, Rv3671c inh -6, MazEF act -2, GDH-TPI counter 6, PrPC TRFRET 9, BoNT F protease 1, Mtb FBA inh -1 and FadD28 binding -3.3.
COC(=O)CSc1nnc(C)n1-c1cccc(C#N)c1 was read as Mtb BioA inh 0.1, Mtb UGM inh 5.5, Rv3671c inh -2, MazEF act 1, GDH-TPI counter 1, PrPC TRFRET 7, BoNT F protease -7, Mtb FBA inh 2 and FadD28 binding 0.9.

3 compounds out of the list, sorted by molar mass, high to low:
Cc1cc(NS(=O)(=O)c2ccc(NC(=O)CCc3ccccc3)cc2)no1 was read as Mtb BioA inh 0.1, Mtb UGM inh 0.4, Rv3671c inh 3, MazEF act 1, GDH-TPI counter -10, PrPC TRFRET 9, BoNT F protease 3, Mtb FBA inh -1 and FadD28 binding -1.4.
For CSc1ncccc1C(=O)OCC(=O)NC(C)CCc1ccccc1 (stereo unspecified) the results were Mtb BioA inh -2.9, Mtb UGM inh 2.7, Rv3671c inh 7, MazEF act -3, GDH-TPI counter -2, PrPC TRFRET -10, BoNT F protease -6, Mtb FBA inh 0 and FadD28 binding -3.8.
COC(=O)CSc1nnc(C)n1-c1cccc(C#N)c1 was read as Mtb BioA inh 0.1, Mtb UGM inh 5.5, Rv3671c inh -2, MazEF act 1, GDH-TPI counter 1, PrPC TRFRET 7, BoNT F protease -7, Mtb FBA inh 2 and FadD28 binding 0.9.
